Compound activity deposited in PubChem by The Scripps Research Institute Molecular Screening Center.
S1P3 antagonist = S1P3 receptor antagonists, primary screen, cell-based. Sphingosine 1-phosphate receptor 3 (Homo sapiens), Q99500. CHO S1P3 NFAT-BLA reporter, FRET fluorescence, antagonist mode. inhibition, % at 4.98 µM. 0.27% of 170,000 active;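 active = inhibition above the plate cutoff, the mean inhibition of test wells on that plate plus 3 SD, cut at about 28% in these data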;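 note: cells challenged with S1P at its EC80 of 0.8 µM; blue over green emission ratio from cleaved BLA substrate after 4 h stimulation; 0% = S1P-stimulated wells and 100% = unstimulated DMSO-only wells; some compounds past the cut are filed as inactive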
Target sequence (Q99500 whole entry, looked up): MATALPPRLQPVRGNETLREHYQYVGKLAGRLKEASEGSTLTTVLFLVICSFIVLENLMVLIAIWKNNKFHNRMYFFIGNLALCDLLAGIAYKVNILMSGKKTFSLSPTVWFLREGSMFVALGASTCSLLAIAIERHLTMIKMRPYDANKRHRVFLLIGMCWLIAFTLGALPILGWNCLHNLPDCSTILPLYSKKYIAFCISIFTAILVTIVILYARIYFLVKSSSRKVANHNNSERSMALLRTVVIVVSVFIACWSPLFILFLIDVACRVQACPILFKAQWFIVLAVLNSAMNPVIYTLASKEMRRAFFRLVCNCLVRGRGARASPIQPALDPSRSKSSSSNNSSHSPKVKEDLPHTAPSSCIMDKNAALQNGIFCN
Starred values were filed as active, the others as inactive. Only part of the results is shown. The share of hits here may be higher or lower than overall.

S1P3 antagonist,canonical_smiles
-5,COc1ccc(CN(C(=O)c2cccc(OC)c2)C2CCS(=O)(=O)C2)cc1 (configuration not stated)
-3,O=C1COc2ccc(S(=O)(=O)N3CCc4ccccc43)cc2N1
-5,COc1cccc(-c2nc(N)nc(SC)c2C#N)c1
12,Clc1ccc(-c2cn(-c3ccc(Cl)cc3)c3[n+]2CCCCC3)cc1
-8,Cc1ccc(S(=O)(=O)N2C(=O)/C(=C3\SC(=S)NC3=O)c3ccccc32)cc1
0,CCOC(=O)C1=NN(C(C)=O)C2C(=O)N(CC)C(=O)C12 (configuration not stated)
-1,CCCOCc1ccc(O)c2ncccc12
-16,Cn1cnnc1SCC(=O)NN1C(=O)NC(C)(c2ccccc2)C1=O (configuration not stated)
-4,O=C(NNc1ccccc1[N+](=O)[O-])Nc1cccc(Cl)c1
-2,O=[N+]([O-])c1ccc2c(c1)nc1n2CCN(c2ccccc2)C1
-8,Oc1cccc2cnccc12
2,CN1CCc2ccccc2C1Cc1ccccc1NC(=O)c1sc2ccccc2c1Cl (configuration not stated)
3,CC(=O)c1c(C)[nH]c(=S)c(C#N)c1-c1ccc(Cl)cc1
-6,CCc1ccccc1-n1nnnc1-c1cnccc1C(F)(F)F
-1,O=C1COc2ccc(C(=O)CSc3nnc(NCc4ccccc4)s3)cc2N1
-6,N#Cc1c(/N=C/c2cccnc2)sc2c1CCCC2
9,CCOC(=O)C(=CNc1ccc(OC)cc1[N+](=O)[O-])C(=O)OCC
-29,COC(=O)/C(C#N)=C/c1c(Oc2cc(C)cc(C)c2)nc2ccccn2c1=O
-16,COc1c(N2CCNC(C)C2)c(F)cc2c(=O)c(C(=O)O)cn(C3CC3)c12 (configuration not stated)
3,c1csc(-c2noc(CN3CCOCC3)n2)c1
-3,CCc1cccc(NC(=O)C2CCCN2S(=O)(=O)c2ccc3c(c2)n(C)c(=O)c(=O)n3C)c1 (configuration not stated)
7,Cc1cccc(-c2nc3c(c(=O)c4ccccc4n3C)c(=O)n2-c2ccccc2)c1
-10,CCN(CC)CCCNc1nc(-n2nc(C)cc2C)nc2sc3c(c12)CC(C)(C)OC3
0,COc1cccc(OC)c1C(=O)O/N=C(\N)c1ccncc1
-12,CC(C)N(C(=O)c1ccc(-c2ccccc2F)cc1)C(C)C
5,CCCC(=O)OCC(=O)Nc1ccc([N+](=O)[O-])cc1C#N
13,Cc1nnc(N/N=C/c2ccccn2)[nH]c1=O
-3,COC(=O)c1ccc(COc2ccc(C)cc2[N+](=O)[O-])o1
2,CC(/C=N/NC(=O)CSc1n[nH]c(=O)[nH]c1=O)=C\c1ccccc1
7,Cc1ccc(S(=O)(=O)NNC(=S)NCCc2ccccc2)cc1

Three entries already listed, ordered by molar mass, highest first:
S1P3 antagonist,canonical_smiles
-5,COc1ccc(CN(C(=O)c2cccc(OC)c2)C2CCS(=O)(=O)C2)cc1 (configuration not stated)
9,CCOC(=O)C(=CNc1ccc(OC)cc1[N+](=O)[O-])C(=O)OCC
-6,CCc1ccccc1-n1nnnc1-c1cnccc1C(F)(F)F

(continued)
S1P3 antagonist,canonical_smiles
8,Cc1ccccc1CSc1nnc(CCCCCNC(=O)OC(C)(C)C)o1
-7,CCOc1ccc(-n2c(=O)c3ccccc3c3ccccc3c2=O)cc1
1,COc1ccc(-c2nc3n(c2C)CCC3)cc1
-11,CC(C)Sc1nc(SCC(=O)O)c2c3c(sc2n1)COC(C)(C)C3
-3,CC(C)(C)c1ccc(N2C(=O)CSC2c2cccnc2)cc1 (configuration not stated)
-11,Cc1cccc(N2CCN(C(=S)NC3CCCCC3)CC2)c1C
1,CC(CNS(=O)(=O)c1ccccc1)Sc1ncccn1 (configuration not stated)
5,CC(C)c1ccc(NC(=S)Nc2ccc3[nH]c(=O)[nH]c3c2)cc1
-8,O=C(c1ccc(Cl)nc1)N1CCC(Cc2ccccc2)CC1
-6,CC1(C)SC[C@H](C(=O)Nc2cccc(Cl)c2)N1C=O
-3,O=C1C=C(Nc2ccccc2C(=O)O)c2ccccc2C1=O
-7,NS(=O)(=O)c1ccc(NC(=O)COC(=O)c2ccc(Cl)cc2[N+](=O)[O-])cc1
-2,CC1Cc2ccccc2N1S(=O)(=O)c1cnc(Cl)c(Br)c1 (configuration not stated)
-9,Cc1cc(Oc2ccc(=O)n(C)n2)nc(SCCOc2ccccc2)n1
-71,Cc1ccc2[nH]c(=O)c(CN(C(=O)c3cccc([N+](=O)[O-])c3)C(C)(C)C)cc2c1
0,COc1ccc(C(C)=O)cc1CSc1nnc(SCc2cc(C(C)=O)ccc2OC)s1
-2,COC(=O)N/N=C/c1cc(C)n(-c2ccc(Br)cc2)c1C
3,CCOc1nsc(OCC)n1
3,CCn1c(NC(=O)C(C)C)c(-c2ccccc2)c(=O)c2ccccc21
10,CCN1C(=O)[C@@H]2C(C(=O)c3cnccn3)=NN[C@@H]2C1=O
-6,Cc1sc(NC(=O)/C=C/c2ccco2)c(C(=O)O)c1C
25,Cc1ccc(C)c(NC(=O)CSc2nnc(-c3ccncc3)o2)c1
-11,CC(C)Cn1c2c(c(=O)[nH]c1=O)C(NS(=O)(=O)c1ccc(Cl)cc1)(C(F)(F)F)C(=O)N2 (configuration not stated)
0,C=CCN(C(=O)c1ccc(Cl)cc1)c1ccccc1C(=O)NCC(=O)O
-8,COc1ccc(/C=C2\Oc3cc(OC(=O)N4CCOCC4)ccc3C2=O)c(OC)c1
19,N#CCn1cc(/C=N/NC(=O)c2cc3c(ccc4ccccc43)o2)c2ccccc21
10,O=C(O)c1ccc(/C=N/Nc2nc(N3CCCCC3)nc(N3CCCCC3)n2)cc1
3,CCN(CC)S(=O)(=O)c1ccc(N2CCOCC2)c(NC(=O)COc2ccc(Cl)cc2)c1
-13,CCOc1c(Br)cc(CNc2ccc(N3CCOCC3)cc2)cc1OC
23,Cc1cccc(N=C2NC(=O)/C(=C/c3cccn3C)S2)c1C

Additional compounds.
S1P3 antagonist,canonical_smiles
-5,COC(=O)c1sc(C(C)(C)C)cc1CS(=O)(=O)c1ccccn1
-5,O=C(CSc1nnc2n1CCCCC2)Nc1ccc(N2CCOCC2)cc1
4,Cc1[nH]n(C)c(=O)c1C(=O)c1c(-c2ccccc2Cl)noc1C
-5,CN1c2ccccc2C(=O)C(=C2SCCCS2)S1(=O)=O
-2,C/C(=N\NC(=O)CC1N=C(Cc2ccccc2)NNC1=O)c1ccc(Br)cc1 (configuration not stated)
-2,COCCOc1cc(COC)nc(-c2cccc(C)c2)n1
-4,O=C1C2C3CC(C2C(=O)N1c1cccc(Cl)c1)[C@H](O)C3O (some centres not stated)
11,Cc1ccc(S(=O)(=O)Nc2csc(C)c2C(=O)O)cc1
7,CSc1nc(O)c(Nc2cccc(Cl)c2)c(=O)[nH]1
-12,CCOC(=O)N1CCC(NC(=O)Cn2ncn3c(cc4sc(CC)cc43)c2=O)CC1
1,Cc1ccc(OC(=O)c2c(C)nn(-c3ccccc3)c2C)cc1
-11,C=CCON1C(=O)C(=O)N(OCC=C)[C@H]2CCCC[C@H]21
-9,OCCN1CCN(C(=S)c2ccc(-c3ccccc3)cc2)CC1
3,CCOP(=O)(OCC)c1nc(Cc2ccccc2)oc1NCc1ccccc1
-4,C[C@@H](NC(=O)OC(C)(C)C)c1nnc(S(=O)(=O)Cc2ccccc2)o1
0,O=C(c1csc2c1CCCC2)n1cccn1
4,COc1cccc(CN2CCN(Cc3cc4ccccc4[nH]3)CC2CCO)c1 (configuration not stated)
10,Cc1c(C(=O)NNc2c(Cl)cccc2Cl)n(C)oc1=O
-3,O=C(c1ccc(-c2ccccc2)c(F)c1)C1CCCN(CCCn2cccn2)C1 (configuration not stated)
13,Cc1cc(N=Nc2ccc(Cl)cc2)cc(CN2CCCC2)c1O
-15,CC(C)=CCC1=C(OCC(=O)O)C(=O)c2ccccc2C1=O
-10,COC(=O)[C@H](C)NC(=O)NCc1ccc(S(N)(=O)=O)cc1
10,O=C(Nc1cccc(/C=C/c2nc3ccccc3c(=O)[nH]2)c1)c1ccccc1Cl
-5,CCOC(=O)c1sc(NNC(=O)c2ccc(C)cc2)nc1C
-13,O=C(O)/C=C/C(=O)c1ccc(O)cc1
-5,Cc1cc(C)nc(N2CCCC(C(=O)NNC(=O)c3ccncc3)C2)n1 (configuration not stated)
-9,Cc1c(C(=O)OC/C(O)=C(\C#N)c2nc3ccccc3[nH]2)oc2ccc(Br)cc12
17,NC(=O)SCC(=O)Nc1ccccc1C(=O)O
-5,Cc1nc(-c2ccc(S(=O)(=O)Nc3cc(S(=O)(=O)N(C)C)ccc3C)s2)cs1
-2,CCOc1ccc(NC(=O)CSc2nc3nc4c(cc3c(=O)n2CC)COC(C)(C)C4)cc1

(more compounds)
S1P3 antagonist,canonical_smiles
8,O=C(Nc1cccc2c1C(=O)NC2=O)c1ccccc1[N+](=O)[O-]
4,Cc1cc2cc(CNC(=O)c3ccc(Br)o3)ccc2n1C
10,O=C(CSc1n[nH]c(=O)n1-c1ccc2c(c1)OCCO2)Nc1ccccc1
-2,CCSS(=O)(=O)c1cccc2cccnc12
5,CCOc1ccc(NC(=S)NCc2ccc3c(c2)OCO3)cc1
-4,COC(=O)CCCCCNC(=S)Nc1ccc2[nH]c(=O)[nH]c2c1
-6,CCNC(=S)Nc1ccc(C)c(S(=O)(=O)Nc2ccccc2OC)c1
-13,Cc1cc(C)cc(OCC(=O)N/N=C/c2ccccn2)c1
-4,Cc1cccc(N(Cc2cc3ccc(C)cc3[nH]c2=O)C(=O)c2ccco2)c1
13,CCCCCCN1C2=NCCCN2c2ccccc21
3,CC(NCc1ccccc1OC1CCCC1)c1ccccc1 (configuration not stated)
9,c1ccc(CNc2nc(N3CCN(Cc4ccccc4)CC3)nc3ccccc23)cc1
-7,O=C(Cn1nnc(N2CCCC2)n1)N/N=C/c1ccc(Cl)cc1
-4,COc1ccc(Cl)cc1C(=O)NNC(=S)NC1CCCCC1
4,Cn1nc(NC(=O)C(F)(F)F)c2ncc(-c3ccc(Cl)cc3)nc21
-5,O=C(O)COc1ccc(/C=N/NC(=O)Cc2ccc(Cl)cc2)cc1
-4,CCOc1ccc(Nc2nc(NCc3ccco3)nc(N)c2[N+](=O)[O-])cc1
0,CN(C)c1cccc(C(=O)OCCNC(=O)c2cccc(S(=O)(=O)N3CCOCC3)c2)c1
5,CCOC(=O)c1cc(C#N)c(SCC(N)=O)[nH]c1=O
-5,O=C(NC1=NCCS1)c1cc(-c2cccs2)nc2ccccc12
-1,O=C(O)c1ccc2c(c1Sc1ccccc1)C(=O)c1ccccc1C2=O
-7,Cc1ccc(S(=O)(=O)N2CCOCC2)cc1NC(=O)CNCc1ccccn1
3,NC1=NC(c2ccccc2)N=C(Nc2ccccc2)N1 (configuration not stated)
15,COc1cccc(/C=C/C(=O)Nc2ccc(N3CCOCC3)cc2)c1OC
-1,O=C(N/N=C/c1ccc2ncccc2c1)c1cc(-c2cccs2)nc2ccccc12
-1,Cc1ccc(S(=O)(=O)N(C)C)cc1NC(=O)CCc1ccccc1
-6,O=C(NNc1cc(Cl)cc(Cl)c1)C1CCC1
-6,NC(=O)NC(CC(=O)NCCCc1ccccc1)c1ccc(Cl)cc1 (configuration not stated)
17,CCOc1ccc2nc(NC(=O)CC3Oc4ccccc4NC3=O)sc2c1 (configuration not stated)
-4,N#C/C(=C(/O)c1cc2ccccc2o1)c1nc2ccccc2s1

Carrying on:
S1P3 antagonist,canonical_smiles
-1,CCCN1CN(c2ccccc2)C(=S)N(c2ccccc2)C1
-2,O=C(O)COc1ccccc1/C=N/NC(=O)COc1ccc(-c2ccccc2)cc1
15,Cc1ccc2cc(C#N)c(SCC(=O)N3CCCC3)nc2c1
-11,CN1/C(=C\C(=O)COC(=O)c2ccc(O)cc2)C(C)(C)c2ccccc21
7,Nc1ccc(N2CCCCC2)c(S(=O)(=O)Nc2ccccc2Cl)c1
5,COc1ccc(-c2cn[nH]c2-c2ccc(OCc3ccccc3)cc2O)cc1OC
-14,Cc1cc(C)cc(NS(=O)(=O)c2ccc(F)cc2)c1
-1,Cc1cc2cc3c(=O)[nH]c(=O)[nH]c3nc2cc1C
8,Cc1cc(-c2onc(C)c2C(=O)N/N=C/c2ccccc2)no1
-2,O=C(CSc1nnc2c(n1)[nH]c1ccccc12)Nc1ccc(N2CCOCC2)cc1
-10,Cc1cc(C)nc(-n2nc(C)cc2NC(=O)c2ccc(S(=O)(=O)N3CCOCC3)cc2)n1
1,Cc1cccc(S(=O)(=O)Nc2nc3ccccc3nc2NCC2CCCO2)c1 (configuration not stated)
-7,Cc1cccc(N2C(=O)c3ccc(C(=O)Nc4c[nH]c(=O)[nH]c4=O)cc3C2=O)c1
-10,CCOC(=O)c1cc(C)[nH]c(=O)c1C#N
0,N#C/C(=C/c1ccc(Br)o1)C(N)=S
29*,O=C(O)c1ccc(-c2ccc(/C=N/Nc3ccc([N+](=O)[O-])cc3)o2)cc1
-4,CCOC(=O)c1cnc2c(c(C)nn2C)c1Oc1ccccc1F
-5,Cn1c(=O)oc2cc(S(=O)(=O)N3CCc4ccccc43)ccc21
-16,N#CC1=C(Nc2ccccc2Cl)SC(c2ccccc2O)NC1=O (configuration not stated)

Of the compounds above, 13 contain two or more sulfur atoms:
S1P3 antagonist,canonical_smiles
-8,Cc1ccc(S(=O)(=O)N2C(=O)/C(=C3\SC(=S)NC3=O)c3ccccc32)cc1
-1,O=C1COc2ccc(C(=O)CSc3nnc(NCc4ccccc4)s3)cc2N1
7,Cc1ccc(S(=O)(=O)NNC(=S)NCCc2ccccc2)cc1
-11,CC(C)Sc1nc(SCC(=O)O)c2c3c(sc2n1)COC(C)(C)C3
1,CC(CNS(=O)(=O)c1ccccc1)Sc1ncccn1 (configuration not stated)
0,COc1ccc(C(C)=O)cc1CSc1nnc(SCc2cc(C(C)=O)ccc2OC)s1
-5,COC(=O)c1sc(C(C)(C)C)cc1CS(=O)(=O)c1ccccn1
-5,CN1c2ccccc2C(=O)C(=C2SCCCS2)S1(=O)=O
11,Cc1ccc(S(=O)(=O)Nc2csc(C)c2C(=O)O)cc1
-5,Cc1nc(-c2ccc(S(=O)(=O)Nc3cc(S(=O)(=O)N(C)C)ccc3C)s2)cs1
-2,CCSS(=O)(=O)c1cccc2cccnc12
-6,CCNC(=S)Nc1ccc(C)c(S(=O)(=O)Nc2ccccc2OC)c1
-5,O=C(NC1=NCCS1)c1cc(-c2cccs2)nc2ccccc12
